# Screening data as filed in PubChem.
# Jurkat NFkB inh = lowers PMA/ionomycin-induced NF-kB signal in Jurkat cells | PMA/ionomycin-induced NF-kB luciferase reporter, luminescence | inhibition, % at 4 µM | 0.53% of 330,000 active
# UBC13 inh = human UBC13 polyubiquitination inhibition | 0.47% of 330,000 active | AID 485273 | inhibition, % at 20 µM | P61088 | UBC13 polyubiquitin chain formation, TR-FRET; in the data active means inhibition above about 45%, passing the limit was not always enough
# Target sequence (P61088 whole entry, looked up): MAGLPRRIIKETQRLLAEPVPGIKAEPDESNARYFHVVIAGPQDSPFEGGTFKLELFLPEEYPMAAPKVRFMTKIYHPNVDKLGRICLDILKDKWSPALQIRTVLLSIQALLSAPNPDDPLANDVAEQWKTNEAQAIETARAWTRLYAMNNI
# Apaf1 inhib = blocks human Apaf-1 apoptosome activity; O14727; reconstituted apoptosome caspase-3 activity, DEVD-Rh110 fluorescence; inhibition, % at 20 µM; 0.71% of 330,000 active; active means inhibition of at least 40% at 20 µM;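 further: plate controls were DMSO wells for no effect and DEVD-CHO caspase inhibitor wells for full effect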
#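 Material: cell-free apoptosome with Apaf-1, procaspase-3 and caspase-9; Buffer or medium: Hepes pH 7.5 with detergent and BSA; Reagent: cytochrome c trigger plus (Z-DEVD)2-Rh110 caspase-3 substrate; Times: compound with Apaf-1, dATP, procaspase-3 30 min, then 50 min reaction, room temperature; Technique: Rh110 fluorescence intensity.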
# CCR6 antagonist = antagonists of human CCR6 receptor; CHO-K1 CCR6 PathHunter beta-arrestin, luminescence, CCL20-stimulated; 0.49% of 340,000 active; P51684; inhibition, % at 20 µM; AID 493098;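 active means compounds whose inhibition of the agonist-driven luminescence signal at 20 µM reaches about 50%, limit read from the data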;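 further: cells stimulated with CCL20 at 14 nM final; plate controls were DMSO with CCL20 for no effect and DMSO without agonist for full effect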
# Target sequence (P51684 whole entry, looked up): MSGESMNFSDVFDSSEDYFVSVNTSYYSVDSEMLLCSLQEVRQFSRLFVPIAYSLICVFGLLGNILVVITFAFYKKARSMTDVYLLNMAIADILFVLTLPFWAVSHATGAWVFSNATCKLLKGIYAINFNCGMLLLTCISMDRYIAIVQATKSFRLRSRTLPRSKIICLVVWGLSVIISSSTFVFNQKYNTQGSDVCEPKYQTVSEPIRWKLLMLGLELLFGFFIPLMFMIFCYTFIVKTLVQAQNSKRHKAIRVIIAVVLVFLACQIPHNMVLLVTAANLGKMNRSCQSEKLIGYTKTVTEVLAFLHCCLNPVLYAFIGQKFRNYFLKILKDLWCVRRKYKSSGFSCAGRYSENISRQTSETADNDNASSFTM
# Gli-Sufu block = antagonists of Gli-Sufu signaling | inhibition, % at 5 µM | Sufu-KO-LIGHT fibroblasts, Gli luciferase reporter luminescence | AID 588413 | 0.74% of 340,000 active;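 active means inhibition above about 55%, limit read from the data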;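 further: 0% = DMSO-treated cells and 100% = wells with medium but no cells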
# SENP8 block = inhibitors of human SENP8 protease | Q96LD8 | purified SENP8, Z-RLRGG-aminoluciferin cleavage, luminescence | inhibition, % at 10 µM | 1.2% of 330,000 active | AID 2540
# EBI2 block = blocks human EBI2 receptor beta-arrestin signaling; AID 651636; 0.81% of 360,000 active; EBI2 beta-arrestin recruitment, luminescence, 7a,25-OHC stimulated; inhibition, % at 5 µM; in the data active means inhibition above about 38%;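 further: enzyme fragment complementation signal reports receptor beta-arrestin coupling in cells; 0% = agonist plus DMSO wells and 100% = wells without agonist; some results beyond the cut were filed as inactive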
# Target sequence (P32249 whole entry, looked up, the tested form may be a part): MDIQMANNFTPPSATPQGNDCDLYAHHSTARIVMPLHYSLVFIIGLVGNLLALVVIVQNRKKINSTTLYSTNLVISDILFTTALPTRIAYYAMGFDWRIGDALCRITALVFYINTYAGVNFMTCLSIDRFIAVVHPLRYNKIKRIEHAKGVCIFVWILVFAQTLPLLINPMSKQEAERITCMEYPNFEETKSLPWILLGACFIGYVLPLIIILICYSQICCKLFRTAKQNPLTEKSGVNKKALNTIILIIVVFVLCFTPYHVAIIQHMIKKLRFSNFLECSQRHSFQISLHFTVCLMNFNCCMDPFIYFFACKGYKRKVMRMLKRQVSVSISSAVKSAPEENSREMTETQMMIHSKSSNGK
# 697 NFkB inh = lowers PMA/ionomycin-induced NF-kB signal in 697 B cells. 697 B-cell NF-kB luciferase reporter, 16 h. inhibition, % at 4 µM. 0.33% of 330,000 active. AID 435022; in the data active means inhibition above about 35%
# The depositor's hits bear a star; i = inactive; . = not tested or not shown. Unless noted, no stated cut-off is given here; in the data, active means inhibition above about 50%; inactive means the rest. Some of the compounds tested (hit frequency here may not be typical).
SMILES,Jurkat NFkB inh,UBC13 inh,Apaf1 inhib,CCR6 antagonist,Gli-Sufu block,SENP8 block,EBI2 block,697 NFkB inh
O=C(NCCCN1CCOCC1)c1ccccc1-c1ccccc1,9,0,-5,2,-4,-3,-6,17
C[C@@]12C(=O)N(c3cccc(Cl)c3)C(=O)N1[C@H](c1ccc(Cl)cc1)[C@@H]1C(=O)N(C3CCCCC3)C(=O)[C@@H]12,5,20,5,-1,-4,-2,-5,7
CCOC(=O)c1c(-c2ccccc2)csc1NC(=O)COc1ccc2c(C)cc(=O)oc2c1,-11,6,5,9,12,-7,-27,4
NC1=NC(=O)/C(=C/c2ccc(Cl)cc2Cl)S1,-2,1,0,-5,18,1,0,-2
CCc1nnc(NC(=O)CSc2ncnc3c2cnn3-c2ccc(OC)cc2)s1,-9,16,-4,0,-4,31,-4,1
COC(=O)c1ccccc1NC(=O)c1cc(-c2ccco2)on1,-13,0,4,4,19,6,-13,4
O=c1[nH]c2cc(S(=O)(=O)CCO)ccc2o1,4,9,-16,-1,-2,-5,-3,10
Cc1nc(-c2ccccn2)nc(SCC(=O)N2CCOCC2)c1Cl,0,-15,-2,2,-1,-9,-10,-10
COc1ccc(S(=O)(=O)NC(C)C(=O)NCc2cccnc2)cc1OC (centres undefined),-4,1,0,21,3,4,7,11
O=C(Nc1ccc(Cl)c(Cl)c1)Nc1ccccc1C(=O)O,-136,-3,10,11,-40,98*,-3,i
CCOC(=O)/C(C#N)=C1/C=CN(c2ccccc2)C=N1,-22,-16,-5,-16,-24,-2,4,-24
COc1ccc(C(=O)Nc2c3c(nn2-c2ccc([N+](=O)[O-])cc2)CS(=O)(=O)C3)cc1,1,-2,-5,15,-3,1,2,12
CCc1nnc(SCC(=O)Nc2ccc3c(c2)OCO3)o1,-13,2,5,21,-47,-9,2,16
O=C(COc1ccccc1)OCc1csc(Nc2ccccc2)n1,3,4,-6,10,-9,-26,4,12
Cc1ccc(S(=O)(=O)N2CCC(C(=O)NCCCN3CCOCC3)CC2)cc1C,-12,2,18,0,-17,-7,-9,-7
COc1cc(S(=O)(=O)N2CCOCC2)ccc1NC(=O)COC(=O)CC12CC3CC(CC(C3)C1)C2,3,5,21,-2,-8,2,-8,13
COc1ccc(C2c3c(ncn(CCCO)c3=N)Oc3ccc4ccccc4c32)cc1OC (centres undefined),14,8,15,21,-2,7,7,5
CC(C)=CCCC1=CCC(/C(C)=N/NC(N)=O)CC1 (centres undefined),3,5,0,1,21,7,-3,4
CN1CCN(S(=O)(=O)c2ccc(N(C)Cc3cccs3)nc2)CC1,-21,-10,8,-5,6,-10,3,-22
CC(C)(C)OC(=O)N/N=C\c1ccc(OC(=O)c2cccs2)cc1,-35,5,9,10,-37,3,-12,-47
CC(C)=CCc1c(O)cc(O)c2c(=O)c(O[C@@H]3O[C@@H](C)[C@H](O)[C@@H](O)[C@H]3O)c(-c3ccc(O)cc3)oc12,9,86*,10,34,5,-7,-25,33
CC(=O)c1c(C(C)=O)c(C)n(-c2ccc(O)cc2)c1C,-10,-10,4,8,-31,4,5,-26
COc1ccccc1CC(=O)Nc1ccon1,-4,5,-13,0,-2,0,0,18
CCc1cccc(NC(=O)c2cc(OC)c(OC)c(OC)c2)c1,4,12,-21,11,8,-1,6,28
CC(OC(=O)Cn1c(C(F)(F)F)nc2ccccc21)C(N)=O (centres undefined),-26,-12,8,-3,-3,-11,0,-28
Fc1cccc(-c2cc3nc4c(c(N5CCOCC5)n3n2)CCCC4)c1,-6,6,12,-5,12,-12,12,-63
CC1=C(C(=O)OCc2ccccc2)C(c2ccc(Cl)cc2)NC(=O)N1CCCCCC(=O)O (centres undefined),2,-15,18,13,4,0,-5,9
CC(NC(=O)OCc1ccccc1)c1ccccc1 (centres undefined),20,-1,6,6,1,-4,-7,11
CCOC(=O)C(=O)Nc1ccc(F)cc1,-9,5,-16,-1,-13,0,-4,-5
CCOC(=O)[C@H]1[C@H]2COc3ccc(C)cc3[C@@H]2N2C(=O)CN(Cc3ccc(F)cc3)C(=O)[C@@]12C,20,14,1,-3,1,8,-11,10
Cc1ccc2c(C(=O)N3CCN(c4ccccc4)CC3)cc(-c3cccnc3)nc2c1C,-6,-1,20,12,10,2,6,-4
Cc1oc(-c2ccccc2F)nc1CS(=O)(=O)CC(=O)NCc1ccccc1Cl,-1,2,7,5,2,1,-3,16
O=C(Cn1ncc2c([nH]c3ccccc32)c1=O)N1CCOCC1,-8,-8,5,-2,-8,-5,0,-27
O=C(NCc1ccccc1)c1cnc2n(c1=O)CCS2,-5,3,3,19,-38,1,3,15
CC1(C)COCN1C(=O)c1ccc(C#N)cc1,-6,0,-2,-5,52,5,4,6
CC(NC(=O)c1ccc2c(c1)OCO2)c1cccc(C(F)(F)F)c1 (centres undefined),-3,7,-1,-3,5,4,-7,14
COc1cccc(CN2CCN(c3cccc(C(F)(F)F)c3)CC2)c1OC,-16,2,12,9,6,-5,4,13
Cc1c(C(=O)N(Cc2ccc(Cl)cc2)C2CCS(=O)(=O)C2)oc2ccccc12 (centres undefined),0,9,25,18,0,6,5,-13
CC(=O)N1CC23C=CC(CC2CC12CCCCCC2)O3 (centres undefined),-10,-2,-5,6,9,0,-1,-20
Cn1c(CCCOc2ccc(Cl)cc2Cl)nnc1SCC(=O)Nc1ccc(F)c(Cl)c1,4,0,28,-7,25,-5,-1,15
CCC1S/C(=N/N=C/c2ccco2)N(Cc2ccc(F)cc2)C1=O (centres undefined),12,-3,0,14,12,3,6,-12
O=C1OC(N2C(=O)CC[C@H]2C(=O)Nc2ccc(F)c(F)c2)c2ccccc21 (some centres undefined),-11,-10,0,-10,1,-10,-5,8
Cc1cc(C)c(S(=O)(=O)N2CCOC2CNC(=O)C(=O)NCCc2ccc(S(N)(=O)=O)cc2)c(C)c1 (centres undefined),2,3,-3,-12,19,4,0,11
Cc1ccc(C)c(Cn2nnc3c(=O)[nH]c(C(=O)NCC4CCCO4)nc32)c1 (centres undefined),-22,-4,-6,-19,5,10,0,18
CC(C)c1cccc(-c2ccc3c(c2)S(=O)(=O)c2cccc(C(=O)O)c2C3=O)c1,5,-3,-2,8,0,6,4,10
O=Cc1sc([O-])nc1-[n+]1ccc2ccccc2c1,4,5,-11,8,0,-3,.,9
CC(=O)N1CCc2c(sc(NC(=O)CCS(=O)(=O)c3ccc(C)cc3)c2C(N)=O)C1,-8,-8,-1,-13,14,6,-7,10
O=C(Cn1c(=S)nc2ccccn21)N1CCc2ccccc2C1,-28,0,5,5,-33,1,1,-28
O=C(CCc1ccccc1)Nc1ccc(S(=O)(=O)Nc2nccs2)cc1,8,0,10,-3,-15,3,-11,13
Cc1cc(C)c(C#N)c(SCc2ccc3c(c2)OCO3)n1,-6,10,2,19,2,-13,-2,-20

# Part of the list above, with values under each structure:
# Each structure is followed by: Jurkat NFkB inh	UBC13 inh	Apaf1 inhib	CCR6 antagonist	Gli-Sufu block	SENP8 block	EBI2 block	697 NFkB inh
CC(=O)N1CCc2c(sc(NC(=O)CCS(=O)(=O)c3ccc(C)cc3)c2C(N)=O)C1
  -8	-8	-1	-13	14	6	-7	10
Cc1cc(C)c(S(=O)(=O)N2CCOC2CNC(=O)C(=O)NCCc2ccc(S(N)(=O)=O)cc2)c(C)c1 (centres undefined)
  2	3	-3	-12	19	4	0	11
Cc1cc(C)c(C#N)c(SCc2ccc3c(c2)OCO3)n1
  -6	10	2	19	2	-13	-2	-20
CC(C)c1cccc(-c2ccc3c(c2)S(=O)(=O)c2cccc(C(=O)O)c2C3=O)c1
  5	-3	-2	8	0	6	4	10
O=Cc1sc([O-])nc1-[n+]1ccc2ccccc2c1
  4	5	-11	8	0	-3	.	9

# More structures
SMILES,Jurkat NFkB inh,UBC13 inh,Apaf1 inhib,CCR6 antagonist,Gli-Sufu block,SENP8 block,EBI2 block,697 NFkB inh
N#Cc1ccccc1NC(=O)Nc1ccc(Cl)cc1,-16,5,-2,5,-2,-46,3,3
COc1ccc(S(=O)(=O)N2CCCCCC2)cc1C(=O)N(C)Cc1c(F)cccc1Cl,13,23,43*,10,-6,-4,4,13
CN1CCN(S(=O)(=O)c2cccc(C(=O)O)c2)CC1,1,7,5,-5,6,2,-5,4
CCCCCNC(=O)C1CC=CCC1C(=O)O (centres undefined),6,-7,0,0,3,-6,-2,-20
CC(=O)c1ccc(OCc2cc(C(=O)N(C)Cc3ccccn3)no2)cc1,-67,5,-6,6,-8,0,-3,-70
COc1ccc(-c2ccc(SCC(=O)Nc3cc(C)on3)nn2)cc1OC,-3,5,-3,-25,-2,1,-21,26
C=CCNC(=O)N[C@@H](Cc1ccccc1)C(=O)OC,-11,-4,-21,-7,-2,-1,-1,6
COc1ccccc1N1CC(C(=O)NC2CCCCCC2)CC1=O (centres undefined),2,6,-1,0,4,-3,-1,0
C[C@@]12CCC=C[C@H]1[C@H](c1ccc(/C=C/c3ccccc3)cc1F)N(Cc1ccccc1)C2=O,-5,-15,21,6,1,-6,16,-19
CCOc1ccccc1Oc1nc(-c2ccccc2O)nc2ccccc12,1,-2,3,11,2,-3,16,11
COc1ccc(C2c3c(oc4ccccc4c3=O)C(=O)N2c2ccc(C)cn2)cc1OC (centres undefined),-11,14,7,13,-4,3,-1,5
Cc1ccc(S(=O)(=O)NCC(=O)N(CC2CCCO2)C(C(=O)NCC2CCCO2)C(C)C)cc1 (centres undefined),27,4,-2,9,1,5,-2,17
CCn1cc(C(C)NC(=O)Nc2ccccc2C(=O)OC)c(C)n1 (centres undefined),-12,6,-1,18,3,2,2,12
CCO[C@H]1OC(C(=O)NC2CC2)=C[C@@H](c2ccc(Br)cc2)[C@@H]1CCCO,16,-4,2,16,17,4,6,10
CC(C)Cc1nc2sc3c(c2c(=O)n1N)CC(C)(C)OC3,-5,-4,-7,8,3,-4,3,6
CC(C)(C)[C@@H]1COC(=O)[C@@H](Cc2ccc(F)cc2)C/C=C\C[C@H](CC(=O)N(CCO)Cc2ccccc2)C(=O)N1,-9,-15,21,12,9,-7,-2,13
O=C(Nc1ccc(S(=O)(=O)N2CCCC2)cc1)c1cccnc1Cl,15,-2,11,6,-5,-4,2,-2
Cc1nc(SCC(=O)NNC(=O)c2ccc(F)cc2)c2ccccc2n1,-3,0,2,6,-9,-15,-15,16
Cc1ccsc1-c1nc(CSCC(=O)NCCN2CCCC2)c(C)o1,-7,20,-6,-3,10,4,-6,14
CC(COc1ccccc1)N1CCC(CO)(CCc2ccccc2)CC1 (centres undefined),11,10,-2,6,25,1,10,-5
Cc1cccnc1NC(=O)CNC(=O)c1ccccc1,18,2,-11,10,0,4,-2,10
Cc1nc2sc(C(c3cccc(F)c3)N3CCN(C(=O)c4ccco4)CC3)c(O)n2n1 (centres undefined),-17,-7,-2,12,7,-7,-1,-19
Cc1ccc(O)c(-c2[nH]ncc2C(=O)c2ccc(Br)cc2)c1,5,6,17,-2,6,-8,3,12
CCn1c(CNC(=O)C(C)(C)C)nc2ccccc21,6,-3,-9,-4,-14,0,2,14
CC1CCCC(C)N1C(=O)c1cc2ncc(CCCl)cn2n1 (centres undefined),-7,-3,9,10,-6,-9,-8,-33
COc1ccc(CNC(=O)c2ccc(CS(=O)(=O)Cc3ccccc3F)o2)cc1,14,4,-24,17,4,1,5,-1
CC12CCC(c3c(CO)nn(-c4ccccc4)c31)C2(C)C (centres undefined),5,4,10,15,0,0,4,6
CC(NC(=O)COC(=O)c1ccc2c(c1)OCO2)c1ccccc1 (centres undefined),1,4,-10,-4,2,-5,-2,8
CC(=O)N1c2ccc(S(=O)(=O)N3CCCC(C(=O)NCc4ccccc4)C3)cc2CC1C (centres undefined),10,3,10,-5,14,0,-2,-4
O=C(O)CCC(=O)Nc1ccccc1C(=O)NCc1ccco1,-6,-9,-3,-31,0,-1,10,-13
